hcDAF-12 act: H. contortus DAF-12 activation, primary screen | HEK293 hcDAF-12 lit1-tk-luc reporter, luminescence; 0% DMSO, 100% Δ7-dafachronic acid | activation, % at 6.8 µM | hit rate 1.4% among 370,000 | AID 652067;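 active = activation above the mean of all tested compounds plus 3 SD, cut at about 5.5% in these data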;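 note: 100% = response to 3 µM Δ7-dafachronic acid high control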
hgDAF12 agonist: hgDAF-12 agonism, primary luciferase screen; hit rate 1.8% among 370,000; activation, % at 6.8 µM; AID 687014; HEK293 GAL4-hgDAF12 UAS-luciferase reporter, agonist luminescence; normalized to butyrate control;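 active = activation above a cutoff set at the mean of all screened compounds plus 3 SD, cut at about 10% in these data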;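 note: 0% = DMSO wells and 100% = sodium butyrate wells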
HGIII-sPLA2 inh: Blocks human group III sPLA2 activity. Q9NZ20. QFRET BODIPY PC-A2 liposome hydrolysis, fluorescence. inhibition, % at 12.2 µM. hit rate 0.56% among 370,000. AID 743126;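 active = inhibition above mean plus 3 SD of compounds lying within the high and low control bounds, cut at about 19% in these data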;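 note: 0% = median of test compound wells and 100% = no enzyme DMSO wells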
DAX1 inh-1: DAX1 (NR0B1) inhibition, primary screen; HEK293T StAR-luciferase reporter, SF-1/DAX-1 repression relief; inhibition, % at 6.8 µM; hit rate 1.1% among 370,000; AID 652010;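 active = inhibition above the mean over all tested compounds plus 3 SD, cut at about 3.6% in these data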;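 note: 0% = DAX-1 cells with DMSO and 100% = cells lacking DAX-1 with DMSO; higher inhibition means more luminescence from relief of DAX-1 repression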
DAX1 inh-2: NR0B1 (DAX1) inhibition; HEK293 Gal4-DAX1 luciferase reporter, luminescence; inhibition, % at 6.75 µM; hit rate 0.99% among 340,000; AID 504766;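 active = inhibition above the mean over all tested compounds plus 3 SD, cut at about 4.2% in these data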;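 note: 0% = DAX1-transfected cells with DMSO and 100% = empty-vector control cells with DMSO; inhibition shows as a rise in luminescence from relieved DAX1 repression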
PLC-gamma1 inh: inhibitors of human phospholipase C gamma1; purified PLC-gamma1, fluorogenic substrate, fluorescence; inhibition, % at 12.2 µM; hit rate 0.84% among 370,000; in the data active = inhibition above about 9.5%
Target sequence (P19174 whole entry, looked up): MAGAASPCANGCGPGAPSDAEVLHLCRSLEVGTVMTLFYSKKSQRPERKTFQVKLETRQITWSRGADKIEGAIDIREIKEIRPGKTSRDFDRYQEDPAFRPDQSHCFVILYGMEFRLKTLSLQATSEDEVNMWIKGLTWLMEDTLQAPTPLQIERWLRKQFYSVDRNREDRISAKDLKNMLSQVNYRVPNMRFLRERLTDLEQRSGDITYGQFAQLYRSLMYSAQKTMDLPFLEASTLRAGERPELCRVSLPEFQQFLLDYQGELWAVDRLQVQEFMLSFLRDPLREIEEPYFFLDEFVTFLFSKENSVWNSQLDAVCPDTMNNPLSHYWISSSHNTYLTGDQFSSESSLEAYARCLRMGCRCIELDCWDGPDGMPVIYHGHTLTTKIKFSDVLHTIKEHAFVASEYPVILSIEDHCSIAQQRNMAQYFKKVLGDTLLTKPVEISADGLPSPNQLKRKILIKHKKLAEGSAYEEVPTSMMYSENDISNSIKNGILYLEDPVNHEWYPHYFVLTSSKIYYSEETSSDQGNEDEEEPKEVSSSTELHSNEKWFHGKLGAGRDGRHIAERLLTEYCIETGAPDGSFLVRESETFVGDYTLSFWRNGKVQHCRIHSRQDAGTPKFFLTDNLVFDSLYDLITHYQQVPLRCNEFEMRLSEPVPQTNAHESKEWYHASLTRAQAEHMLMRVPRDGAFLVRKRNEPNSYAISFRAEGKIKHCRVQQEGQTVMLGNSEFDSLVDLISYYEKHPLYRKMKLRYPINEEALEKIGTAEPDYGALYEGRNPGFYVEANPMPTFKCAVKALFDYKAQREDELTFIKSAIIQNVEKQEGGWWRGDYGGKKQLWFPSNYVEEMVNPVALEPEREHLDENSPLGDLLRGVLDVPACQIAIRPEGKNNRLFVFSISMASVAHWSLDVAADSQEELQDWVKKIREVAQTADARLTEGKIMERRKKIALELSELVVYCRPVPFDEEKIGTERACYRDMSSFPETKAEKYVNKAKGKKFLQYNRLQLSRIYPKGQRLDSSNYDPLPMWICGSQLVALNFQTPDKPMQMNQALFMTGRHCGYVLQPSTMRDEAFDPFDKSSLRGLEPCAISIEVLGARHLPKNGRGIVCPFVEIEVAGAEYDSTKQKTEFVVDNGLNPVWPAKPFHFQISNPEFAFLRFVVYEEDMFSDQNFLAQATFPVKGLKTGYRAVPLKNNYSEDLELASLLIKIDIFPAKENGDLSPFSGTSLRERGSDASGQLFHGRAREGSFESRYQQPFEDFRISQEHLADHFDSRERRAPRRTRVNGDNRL
ssDAF12 agonist: activators of S. stercoralis DAF-12 nuclear receptor; HEK293 ssDAF-12/GRIP1 lit1-tk-luc reporter, luminescence; % of 3 µM dafachronic acid response; activation, % at 6.8 µM; hit rate 1% among 370,000; AID 652126;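 active = activation above the mean over all tested compounds plus 3 SD, cut at about 0.9% in these data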;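 note: 0% = DMSO-only wells and 100% = 3 µM delta7-dafachronic acid wells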
FXN GAA850 act: frataxin GAA850 promoter activation | activation, % at 6 µM | AID 540364 | hit rate 0.56% among 360,000 | HEK293 lucGAA850 FXN promoter luciferase reporter, 24 h; percent of 10 µM SAHA response;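 active = activation above the average of all compounds screened plus 3 SD, cutoff fixed separately per campaign, cut at about 7.5% in these data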;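 note: 0% = DMSO wells and 100% = 10 µM SAHA wells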
ADAM17 inh: ADAM17 inhibition, QFRET primary screen | P78536 | recombinant ADAM17, EDANS/DABCYL FRET peptide cleavage | inhibition, % at 6.95 µM | hit rate 0.83% among 370,000 | AID 720648;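 active = inhibition above the mean of compounds lying between control limits plus 3 SD, set per campaign, cut at about 8.5% in these data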;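 note: 0% = DMSO-only wells as the low control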
ADAM10 inh: ADAM10 inhibition, QFRET primary screen | recombinant ADAM10, EDANS/DABCYL FRET peptide cleavage, 3 h | AID 720582 | hit rate 0.62% among 370,000 | inhibition, % at 7 µM;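 active = inhibition above a per-campaign cutoff equal to the mean of compounds falling between control-based bounds plus 3 SD, cut at about 20% in these data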;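 note: 0% = DMSO wells while the 100% control is not disclosed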
PLCb3 inh: PLC-beta3 (human) inhibition, primary screen; Q01970; Purified PLC-beta3, fluorogenic substrate, fluorescence; inhibition, % at 12.2 µM; hit rate 0.18% among 370,000; AID 720704; in the data active = inhibition above about 11%;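 note: 0% = median of compound wells on plate and 100% = full blocker control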
* hit, by the source's call; i = inactive; · = not tested or not shown. Random draw from the library, and some 6.9% of all compounds hit somewhere here.

Values in the order: hcDAF-12 act	hgDAF12 agonist	HGIII-sPLA2 inh	DAX1 inh-1	DAX1 inh-2	PLC-gamma1 inh	ssDAF12 agonist	FXN GAA850 act	ADAM17 inh	ADAM10 inh	PLCb3 inh
> N#CCSc1nc2ccc(N3CCOCC3)cc2c(=O)n1CCc1ccccc1
    -1.2	-1.3	7	-1.0	-1.1	-171	-1.3	-2.8	-13	-34	-248
> O=C(Nc1ccccc1C(=O)O)c1cc(S(=O)(=O)N2CCOCC2)c(Br)s1
    -0.3	4.0	-12	-1.2	-0.2	-11	-0.8	0.1	-4	-8	-36
> CC1(C)Cc2cccc(OCC(O)CNCc3ccccn3)c2O1 (configuration not stated)
    -0.2	-2.3	1	-0.1	-0.1	4	-1.1	-1.5	4	6	4
> CCC(CC)c1nn2c(N)c(/C=C3\C(C)=Nc4ccccc43)c(=O)nc2s1
    -1.8	0.2	-19	0.1	·	-8	-1.3	-0.3	-4	-10	-19
> COc1cc(C2Nc3ccccc3C(=O)N2c2ccccc2OC)ccc1O (configuration not stated)
    -1.1	1.3	-3	0.5	0.1	-123	-0.7	-1.8	-79	-251	-149
> O=C(COC(=O)C12CC3CC(CC(Cl)(C3)C1)C2)Nc1ccc2[nH]c(=O)[nH]c2c1
    -1.2	0.3	1	0.0	0.5	0	-1.2	2.1	1	-3	-5
> Nc1ccccc1Sc1ccc(C(F)(F)F)cc1[N+](=O)[O-]
    -0.9	-0.9	2	-0.2	0.4	-3	-1.7	1.9	0	2	-2
> CCCc1nnc(SCC(=O)N2C(C)CCCC2C)n1CC (configuration not stated)
    -0.9	0.4	3	0.1	-2.0	2	-1.4	0.2	-1	-2	2
> O=C(CCCOc1ccccc1)NN1C(=O)NC2(CCCCC2)C1=O
    1.1	1.4	4	2.2	0.0	2	-1.5	-1.7	-5	-4	-4
> COc1cc2ccc(C(C)=NOC(C)=O)cc2cc1OC
    -1.0	2.1	7	-0.5	1.4	-9	-0.9	5.2	-9	-24	-12
> COc1ccc(NC(C)=O)cc1NC(=O)c1ccc(Cl)cc1
    1.3	-0.7	5	-0.6	-2.3	0	-1.2	0.1	-2	-9	-4
> CC(C)(C)n1nnnc1C(c1cccnc1)N1CCN(C(=O)c2ccco2)CC1 (configuration not stated)
    0.0	0.3	3	-0.1	-0.4	-4	-1.2	-0.1	-4	3	-2
> Cc1cc(C)c(NC(=S)NC(CO)(CO)CO)c(C)c1
    2.3	1.1	-2	-0.1	0.7	5	-1.6	1.1	-2	6	-4
> CCCN1CCS(=O)(=O)N(Cc2cn(Cc3ccc(F)cc3)nn2)C(C(=O)OC)C1 (configuration not stated)
    -2.8	-0.1	6	-0.2	·	1	-0.2	·	1	6	0
> COC(=O)/C=C(\C)NC(=O)c1ccccc1Cl
    -1.3	1.8	1	0.2	1.3	8	-1.2	2.3	2	4	11*
> O=C(NCCCn1ccnc1)c1ccc(Cl)cc1
    0.6	-1.3	21*	-0.4	0.6	5	-1.6	2.8	-8	6	-1
> CCOc1ccc2nc(NC(=O)C3CCCN(S(=O)(=O)c4c(C)noc4C)C3)sc2c1 (configuration not stated)
    -0.5	2.4	-6	0.0	-2.7	1	-1.1	-2.5	0	-7	0
> CC(=O)c1ccc(N2CCN(S(=O)(=O)c3cc4[nH]c(=O)c(=O)[nH]c4cc3C)CC2)cc1
    -1.6	11*	16	1.2	0.1	-12	-0.9	2.0	-8	-39	-17
> Nc1ccc(N2CCN(c3cccc(Cl)c3)CC2)cc1
    -0.2	-0.1	23*	-0.9	-0.1	9	-1.1	2.1	5	-7	0
> Fc1cc(Br)cc(F)c1NC(=S)N1CCOCC1
    -1.4	1.2	8	0.6	-0.8	-1	-1.3	1.5	-4	-5	3
> O=C(Cn1nnc(-c2ccccc2F)n1)Nc1cccc2ncccc12
    -1.7	-2.0	1	-1.1	-0.9	-2	-1.2	-2.1	-3	-5	3
> CC(OC(=O)c1ccc(-c2ccc([N+](=O)[O-])cc2)o1)C(=O)NC(N)=O (configuration not stated)
    -2.7	-1.3	6	-1.4	-0.7	-102	-0.2	1.4	-25	-63	-143
> Cc1ccc2cccc(OCCCOc3ccccc3F)c2n1
    -3.3	-0.2	-29	-0.5	0.2	-12	-0.7	0.1	7	9	-26
> NC(=O)c1cccc(-c2ccnc3c2CC(C(=O)NCc2ccco2)O3)c1 (configuration not stated)
    -1.1	4.2	-2	-3.5	·	1	-1.6	-5.0	-2	-4	2
> Cc1ccc(C2=NOC3(CC(=O)N(c4ccc(C)cc4)C3=O)C2)cc1 (configuration not stated)
    0.0	0.5	-19	0.2	-2.0	0	-1.1	0.7	-2	1	-8
> CC(Sc1nncs1)C(=O)NC1CCCCC1C (configuration not stated)
    -0.4	0.1	-5	-0.8	0.1	0	-0.8	-1.8	1	1	-3
> Cc1ccc(-c2nc(SCC(=O)c3c(N)n(C4CC4)c(=O)[nH]c3=O)n[nH]2)cc1
    -0.4	-0.1	15	-1.1	0.0	2	-0.8	-1.7	-2	-2	-7
> O=C(Cn1cncn1)N/N=C/c1ccncc1
    0.7	1.9	-2	0.1	-0.5	-1	-1.8	1.1	-2	-2	-6
> CSc1ccccc1NC(=O)CN(C)C(=O)COc1ncnc2ccccc12
    0.0	1.2	5	1.5	2.1	-6	-0.9	1.7	-8	-31	-8
> Cc1ccc(NC(=S)N/N=C2\CC3CC=CC23)c(C)c1 (configuration not stated)
    -1.2	-1.4	-1	-0.5	-0.9	-1	-1.6	0.6	0	2	-1
> COC(=O)c1ccccc1NC(=O)CNC(=O)c1ccc(OC)c(OC)c1
    -1.6	-1.5	-2	-0.2	-0.2	1	-0.8	-0.3	-5	1	-2
> COc1ccc(CCN2C(=O)CCC2(C)C(=O)NCc2cccnc2)cc1OC (configuration not stated)
    -1.3	6.9	4	0.1	-0.9	1	-1.6	-0.6	-6	0	0
> Nc1[nH]c(C(=O)c2ccccc2)c(-c2cccc(C(F)(F)F)c2)c1C(=O)c1c[nH]c2ccccc12
    1.1	2.8	-7	-0.3	·	-16	-0.5	·	7	11	-24
> CCOC(=O)C(C)N1C(=O)S/C(=C/c2cc(C)n(-c3ccccn3)c2C)C1=O (configuration not stated)
    1.2	4.6	1	0.5	1.0	-32	-0.3	2.6	-3	-16	-40
> O=[N+]([O-])c1cccnc1Oc1ccccc1F
    -0.7	-1.7	2	0.0	1.0	1	-1.6	-0.6	2	1	-2
> COc1cc2c(c(OC)c1OC)C(c1ccc3c(c1)OCO3)CC(=O)O2 (configuration not stated)
    -1.6	-1.8	10	-1.2	1.0	-3	-0.4	2.2	-2	-22	-4
> O=C(O)c1cccc(NC2=C(n3nnc4ccccc43)C(=O)c3ccccc3C2=O)c1
    0.9	1.6	0	0.4	-1.5	2	-1.9	-0.3	-3	5	-1
> CN(C)CCCN(CCCNC(=O)/C=N/O)Cc1ccccc1
    -0.8	-2.0	-6	0.0	0.8	2	-1.1	3.0	0	-4	1
> O=C(Nc1ccncc1)c1cc(C2CCCCN2C(=O)CCc2ccccc2)on1 (configuration not stated)
    -0.5	-0.6	8	-0.7	·	-2	-1.1	-2.1	-6	-9	1
> CC(C)c1ccc(C(=O)CC2(O)C(=O)N(CN3CCOCC3)c3ccccc32)cc1 (configuration not stated)
    0.2	2.8	-12	0.3	0.5	3	-0.5	0.6	-6	-5	3
> Cn1c(=O)c2cc(S(=O)(=O)NCCC(=O)NC3CCCCCC3)ccc2n(C)c1=O
    -0.5	0.0	-1	0.5	-2.1	0	-1.3	0.6	-3	-3	-5
> O=[N+]([O-])c1ccc(N2CCN(S(=O)(=O)c3ccc4ccccc4c3)CC2)cc1NCc1ccco1
    -1.1	-0.6	-3	-1.1	1.0	0	-1.4	0.9	-4	-5	0
> COC(=O)C1=CN(Cc2ccccc2)C=C(C(=O)OC)C1c1ccc(OC)c(OC)c1
    -1.6	0.9	-2	0.3	0.8	-16	-0.7	0.2	-13	-26	-22
> Brc1ccc(-c2cnnc(N3CCCC3)n2)cc1
    -2.6	-1.4	-2	-0.7	0.1	1	-1.6	-1.0	-2	6	0
> O=C(CSc1nnc(-c2cccs2)o1)Nc1cc(Cl)cc(Cl)c1
    0.2	0.3	-16	0.9	·	1	-1.0	·	1	4	1
> COC(=O)C1=CN(c2ccc(Oc3ccccc3)cc2)C(N)=C(C#N)C1c1cccc(F)c1 (configuration not stated)
    -1.4	-3.0	6	0.6	·	-90	-1.0	·	-2	-15	-121
> CCc1ccc(/C=N/NC(=O)c2nnn(-c3nonc3N)c2C(C)C)cc1
    -3.6	4.6	-3	0.6	-0.3	0	-1.3	-0.1	3	10	-4
> CCOc1cc(C2C3=C(CC(C)(C)CC3=O)N(CCOC)C3=C2C(=O)CC(C)(C)C3)ccc1O
    -0.4	-1.7	0	-0.1	-0.2	-1	-1.3	2.8	0	-1	-9
> C=CCn1c(-c2cccc([N+](=O)[O-])c2)n[nH]c1=S
    -1.0	-2.7	8	0.2	0.4	2	-1.6	-0.1	2	10	-1
> CC(NS(=O)(=O)c1ccc2[nH]c(=O)[nH]c2c1)c1ccc(F)cc1 (configuration not stated)
    0.0	3.4	2	-0.4	2.6	1	-0.2	-0.5	0	-7	2

The results go on:
Values in the order: hcDAF-12 act	hgDAF12 agonist	HGIII-sPLA2 inh	DAX1 inh-1	DAX1 inh-2	PLC-gamma1 inh	ssDAF12 agonist	FXN GAA850 act	ADAM17 inh	ADAM10 inh	PLCb3 inh
> Cc1ccc(-c2cc(C(=O)N3CCOCC3)c3ccccc3n2)o1
    -1.4	3.3	7	0.1	3.2	i	-0.7	0.3	i	i	i
> COc1cc(/C=N/NC(=O)CCC(=O)NCc2ccccc2)cc(OC)c1OC
    -1.5	-2.8	-1	-0.4	0.3	2	-1.2	2.5	-2	3	-1
> O=C(COC(=O)c1cc(Cl)ccc1O)Nc1ccccc1C(=O)NC1CC1
    0.9	-4.3	3	-0.7	-0.6	3	-1.1	0.7	1	-4	-8
> CCn1c(C)cc2c(c1=O)C(c1ccc3c(c1)OCO3)C(C#N)=C(N)O2 (configuration not stated)
    -1.8	-3.4	1	-0.2	-0.3	1	-1.4	0.0	-1	2	2
> Cc1nc2ccccn2c1C(=O)N=Nc1c(O)n(CCC(C)C)c2ccccc12
    -1.0	-1.3	22*	-0.1	1.0	6	-1.5	-1.3	3	1	-1
> CN(C)C(=S)Nc1ccc(N2CCOCC2)cc1
    -0.1	4.1	0	0.1	2.6	1	-0.7	3.1	-3	5	0
> Clc1ccc(Cn2ncc3c(N4CCN(c5ccccc5)CC4)ncnc32)cc1
    -2.6	-1.2	-4	0.1	·	-1	-0.3	-1.3	0	-1	2
> CCCCN(c1ccccc1)S(=O)(=O)c1ccc2c(c1)CCN2C(=O)CCC(=O)O
    -1.7	-1.3	-11	-0.3	-1.2	-2	-1.7	3.0	-3	6	-2
> O=C(Nc1ccccn1)c1ccc(Cl)c(S(=O)(=O)N2CCc3ccccc32)c1
    -4.4	-2.6	-5	-4.5	-0.8	-2	-2.5	1.2	1	9	-5
